# From PubChem BioAssay
# ELG1 DNA repair: ELG1-dependent DNA repair inhibition; HEK293T ELG1-luciferase reporter, luminescence, 16 h; DNA damage induced by 5-fluorouridine; Potency, µM (highest dose often 46.1 µM), for inactives: at the top dose activity change, negative = inhibition, most hits filed as inhibitors; hit rate 2.3% among 330,000; further: potency means the concentration at half of the fitted maximal effect; on the % scale 0 is the no-effect control and ±100 the full control effect; nearly all actives have a fitted effect of over 55% in size
#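 Reporter activity after DNA damage by 5-fluorouridine is monitored. Compound-treated cells incubate 16 hr at 37 °C, then ONE-Glo is added for 30 min before luminescence reading.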
# AT treatment: candidate therapy for ataxia-telangiectasia | […] A-T fibroblasts, KAP-1 phosphorylation AlphaLISA; neocarzinostatin DNA damage 30 min before lysis | hit rate 0.19% among 320,000 | Potency, µM (top dose mostly 57.5 µM), for the others: at the top dose activation, most hits filed as activators; further: potency means the concentration at half of the fitted maximal effect; % of control where 0% means no effect; nearly all actives have a fitted effect of over 45% in size
#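 ATM-like activity read as KAP-1 phosphorylation via AlphaLISA donor/acceptor antibody pairs after lysis and 6 hr at 25C. Cells were ATM-null patient fibroblasts ([…], hTERT), dosed 60 min, then exposed to the DSB inducer NCS for 30 min.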
# Mito fusion yeast: mitochondrial division inhibition or fusion activation. S. cerevisiae fusion-defective mutant growth rescue, CellTiterGlo 48 h. Potency, µM (series often up to 46.1 µM), without a hit: at the top dose growth rescue (activation), hits mostly activators. hit rate 0.23% among 320,000. AID 485298;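 further: potency means the concentration at half of the fitted maximal effect; % of control where 0% means no effect; nearly all actives have a fitted effect of over 45% in size; temperature-sensitive fusion mutants such as fzo1-1 at 37 °C on non-fermentable ethanol glycerol medium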
#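 Growth-rescue viability read-out: after 48 h at the non-permissive 37C in glycerol/ethanol YPEG, yeast mitochondrial fusion mutants are measured by CellTiterGlo luminescence; compounds (23 nl pinned per well) restoring growth score as division inhibitors or fusion activators.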
# KCNH2 3.1 block: blocks the human KCNH2 3.1 channel isoform; hit rate 0.95% among 340,000; U2OS KCNH2 3.1, thallium flux FluxOr; hits give low values; activity change, % (tested at about 1.8 µM); AID 720553;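 active means maximum activity change below -70%; inconclusive means maximum activity change from -70% to -50%; inactive means maximum activity change above -50%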;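 further: thallium influx rate constant from kinetic fluorescence after stimulation buffer; on the % scale 0 is the no-effect control and ±100 the full control effect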
#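 Channel expression came from 3.1 mutant virus (1.77 x 10^8 /mL) applied to suspended U2OS cells for 4 h. Flux was tracked with FluxOr dye plus Red40 quencher, and kinetic rate constants normalized to controls.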
# TSHR antag: antagonists of human thyroid stimulating hormone receptor; TSHR-expressing cells, TSH-stimulated cAMP HTRF, 2 h; hits give low values; activity change, negative = inhibition, % at 11.5 µM; hit rate 0.2% among 330,000; AID 504810;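 active means activity change below a set negative limit, meaning inhibition stronger than a set level, cut at about -70% in these data; inconclusive means activity change between two set negative limits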; further: on the % scale 0 is the no-effect control and ±100 the full control effect
# Target sequence (P16473 whole entry, looked up): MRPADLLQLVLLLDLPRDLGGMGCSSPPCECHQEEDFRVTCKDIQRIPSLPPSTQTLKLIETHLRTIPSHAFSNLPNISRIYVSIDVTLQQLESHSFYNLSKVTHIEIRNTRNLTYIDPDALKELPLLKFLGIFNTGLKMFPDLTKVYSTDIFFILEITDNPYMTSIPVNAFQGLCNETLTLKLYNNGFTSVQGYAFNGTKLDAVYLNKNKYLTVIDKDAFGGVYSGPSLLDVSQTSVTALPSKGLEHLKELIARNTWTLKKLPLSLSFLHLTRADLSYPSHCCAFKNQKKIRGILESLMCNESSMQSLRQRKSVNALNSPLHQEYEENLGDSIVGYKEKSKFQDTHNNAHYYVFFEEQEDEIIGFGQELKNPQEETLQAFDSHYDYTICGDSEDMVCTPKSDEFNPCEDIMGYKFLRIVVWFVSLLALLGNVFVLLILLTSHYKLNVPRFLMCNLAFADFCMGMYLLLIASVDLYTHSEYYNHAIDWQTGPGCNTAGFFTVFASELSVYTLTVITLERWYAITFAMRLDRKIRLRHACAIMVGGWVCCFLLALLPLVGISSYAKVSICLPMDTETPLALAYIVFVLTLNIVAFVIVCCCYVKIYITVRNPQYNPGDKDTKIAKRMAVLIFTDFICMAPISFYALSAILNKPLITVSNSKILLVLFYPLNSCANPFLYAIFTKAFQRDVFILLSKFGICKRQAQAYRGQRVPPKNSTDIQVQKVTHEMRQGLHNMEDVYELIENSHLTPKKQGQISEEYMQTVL
#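 TSHR-expressing cells, 200/well, pre-treated with compound, then stimulated with EC80 TSH (4nM final) for 2 hours at 37 deg C. cAMP measured by competitive HTRF: anti-cAMP cryptate antibody in lysis buffer plus cAMP-d2, read after 30 minutes at room temperature.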
# TRPV1 agonist: activates the human vanilloid receptor TRPV1; Q8NER1; TRPV1-expressing cells, Fluo-8 calcium influx, agonist mode; activation, % at 8.33 µM; hit rate 0.19% among 320,000; AID 540275; in the data active means activation above about 80%; inconclusive means between about 30% and that limit; further: 0% is about no effect
#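 Cells expressing TRPV1 were dye-loaded with Fluo-8 and read kinetically: 10 s baseline, 3 min after compound (agonist portion), then 2 min after EC20 capsaicin (allosteric enhancer portion). Calcium-bound dye fluorescence at 480/520 nm.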
# KCNH2 WT inh: inhibitors of human wildtype KCNH2 potassium channel | U2OS, BacMam KCNH2, thallium flux FluxOr; hits give low values | hit rate 0.37% among 340,000 | activity change, % at 1.84 µM | Q12809 | AID 720551;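 active means maximum activity change below -70%; inconclusive means maximum activity change between -70% and -50%; inactive means maximum activity change above -50%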; further: on the % scale 0 is the no-effect control and ±100 the full control effect
#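 U2OS cells were transduced with wild-type KCNH2 virus (2.03 x 10^8 / mL) for 4 h at room temperature, then cultured overnight at 37 C. Thallium flux was read with FluxOr dye. Rate constants were normalized to DMSO controls.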
# USP2a block: blocks human ubiquitin-specific protease USP2a | USP2 core, Ub-CHOP2 coupled fluorogenic reporter, 485/531 | Potency, µM (top dose mostly 38.3 µM), without a hit: top-dose activity change, negative = inhibition, most hits filed as inhibitors | hit rate 0.01% among 330,000;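 further: potency means the concentration at half of the fitted maximal effect; plate controls were DMSO wells for no effect and full inhibition by NEM control for full effect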
#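 USP2 core (10nM final) preincubated 30min RT with compound in 20mM Tris-HCl pH 8.0, 2mM CaCl2, 2mM beta-mercaptoethanol, 0.05% CHAPS; 25nM Ub-CHOP2 plus 25nM reporter substrate added, fluorescence (Ex485/Em531) read after 60min.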
# TCR activator: activators of T cell receptors; 330,000 tested, under 10 active; Potency, µM (highest dose often 9.22 µM), inactives show top-dose activation of IL-2 secretion, hits mostly activators; primary human leukocytes, anti-CD3, IL-2 HTRF, 48 h; AID 504894; further: % of control where 0% means no effect
#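 48 hr co-incubation of compounds, a-CD3 beads and primary human leukocytes; IL-2 quantified homogeneously by HTRF with anti-IL-2 K and d2 conjugates.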
# Eya2 phos inh: inhibitors of human Eya2 phosphatase activity; recombinant Eya2, OMFP fluorescence dephosphorylation (OMFP is methylfluorescein phosphate); Potency, µM (titrated, usually from 76.9 µM), for inactives: top-dose activity, negative = inhibition, most hits filed as inhibitors; hit rate 0.006% among 330,000; AID 488837; further: potency means the concentration at half of the fitted maximal effect; on the % scale 0 is the no-effect control and ±100 the full control effect
#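 Eya2 (0.2 uM) preincubated 10 min at ambient with compound, then OMFP substrate added at 50 uM; 10 min reaction in 50 mM HEPES pH 7.5, 50 mM NaCl, 5 uM MgCl2, 0.05% BSA, 1 mM DTT. Fluorescence read at Ex 485/Em 525 nm.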
# * = called active by the depositor; u = inconclusive; x = not tested or not shown; [ ] = dose if it differs, or a comment. Unless noted, the call rests on the fitted dose curve; in most records, active means well fitted curve in the direction sought with a large enough effect; inconclusive means small, poorly fitted or top-dose-only effect, or another doubt; inactive means no such curve, though single readings can be large; an effect the other way counts as inactive or inconclusive. An excerpt, so the mix of outcomes need not match the whole.
1) COc1ccc(OC/C(O)=C(\C#N)c2nc3ccccc3[nH]2)cc1
2) COc1cc(/C=C2\C(=N)N3N=C(C)SC3=NC2=O)cc(Cl)c1OCCOc1ccc(NC(C)=O)cc1
3) Cc1ccc(N2C(=O)c3cccc4c(N5CCN(C)CC5)ccc(c34)C2=O)c2cccnc12
4) COc1ccc(Cl)cc1NS(=O)(=O)c1c(C)[nH]c(C)c1C(=O)N1CCCCC1
5) O=c1c2c(nc3nc(Cc4ccccc4)[nH]n13)CCC2
6) Cc1ccc(NC(=O)CCC(=O)OCC(=O)c2ccc(-c3ccccc3)cc2)cc1
7) NC(=O)C1CCCN(C(=O)c2ccc(Cl)c(S(=O)(=O)N3CCc4ccccc43)c2)C1 (stereo not drawn)
8) Cc1ccc(Nc2nc(N)nc(CSc3nc(C)cc(C)n3)n2)cc1
entry no.	1	2	3	4	5	6	7	8
ELG1 DNA repair	9%	3%	u	4%	0%	-3%	-6%	x
AT treatment	7%	-3%	0%	4%	-6%	9%	8%	x
Mito fusion yeast	1%	1%	-1%	5%	-3%	2%	4%	-1%
KCNH2 3.1 block	-29	37	5	-5	18	6	5	7
TSHR antag	1	-11	-8	-14	9	-12	1	x
TRPV1 agonist	5	0	14	6	-1	1	-4	14
KCNH2 WT inh	9	8	4	-6	5	-25	-3	-1
USP2a block	2%	3%	u	0%	1%	4%	0%	x
TCR activator	-3%	10%	-7%	-3%	1%	x	3%	5%
Eya2 phos inh	-31%	11%	25%	5%	19%	-10%	5%	x

# Limited to KCNH2 3.1 block and USP2a block, for some of the entries so far:
no.	compound	KCNH2 3.1 block	USP2a block
1	COc1ccc(OC/C(O)=C(\C#N)c2nc3ccccc3[nH]2)cc1	-29	2%
2	COc1cc(/C=C2\C(=N)N3N=C(C)SC3=NC2=O)cc(Cl)c1OCCOc1ccc(NC(C)=O)cc1	37	3%

# (more compounds)
9) Cn1nnnc1NCc1ccccc1F
10) COC(=O)c1sccc1NC(=O)CSc1ccccc1NS(=O)(=O)c1ccccc1Cl
11) CCN1CCCC1CNC(=O)c1cc(OC)c(OC)c(OC)c1 (stereo not drawn)
12) O=C(Nc1ccc(NC(=O)c2ccco2)nc1)c1cccc(F)c1
13) Cc1cc(C)cc(NC(=O)N2CCCCCCC2)c1
14) CC(C)c1ccc(S(=O)(=O)N2CCN(C(=O)CN3C(=O)NC4(CCCCC4)C3=O)CC2)cc1
15) O=C(Nc1cccc(NC(=O)c2ccc([N+](=O)[O-])o2)c1)c1ccco1
16) CCCCCCCCCCS(=O)(=O)N/N=C/c1ccc(O)cc1
entry no.	9	10	11	12	13	14	15	16
ELG1 DNA repair	0%	u	-1%	u	5%	12%	12µM*	6%
AT treatment	4%	7%	0%	-1%	3%	-5%	11%	0%
Mito fusion yeast	2%	18%	-5%	-2%	1%	0%	-71%[inhibitor]	24%
KCNH2 3.1 block	4	6	7	3	x	-11	3	5
TSHR antag	6	-21	3	-5	2	0	-11	-23
TRPV1 agonist	3	2	-1	3	21	-4	0	u
KCNH2 WT inh	-1	4	5	-14	13	-4	-1	3
USP2a block	0%	1%	4%	-1%	1%	3%	-1%	4%
TCR activator	x	x	1%	-6%	-2%	1%	-1%	6%[46.1 µM]
Eya2 phos inh	-8%	1%	17%	u	4%	9%	7%	-26%

17) CC(=O)N1c2ccc(S(=O)(=O)N3CCC(C(=O)NC4CCC(C)CC4)CC3)cc2CC1C (stereo not drawn)
18) O=C(Cn1cnc2c(OCc3ccccc3)ncnc21)NCc1ccc2[nH]ccc2c1
19) COc1ccc(C(=O)C[n+]2ccc(N(C)C)cc2)cc1
20) Cc1nn(CC(=O)Nc2sc3c(c2C#N)CCC(C(C)(C)C)C3)c(C)c1[N+](=O)[O-] (stereo not drawn)
21) CCOc1ccc(N2C(=O)CC(C(C)c3ccccc3)C2=O)cc1 (stereo not drawn)
22) C=CCn1c(=S)[nH]c2ccccc2c1=O
23) Cc1ccc(NC(=O)COC(=O)C2CC2)c(Br)c1
24) CCOC(=O)C1(CCCc2ccccc2)CCN(C(=O)c2ocnc2C)CC1
entry no.	17	18	19	20	21	22	23	24
ELG1 DNA repair	-6%	u	0%	3%	-16%	-4%	15%	u
AT treatment	0%	31%	u	4%	26%	-3%	6%	3%
Mito fusion yeast	-12%	x	-5%	-8%	-1%	-4%	-2%	5%
KCNH2 3.1 block	-19	4	14	13	10	-6	-8	1
TSHR antag	10	5	1	9	0	-4	-9	-9
TRPV1 agonist	0	x	-4	2	12	3	2	u
KCNH2 WT inh	11	-21	8	1	-21	-14	1	-3
USP2a block	0%	0%	3%	-1%	-1%	0%	0%	0%
TCR activator	3%	10%	-3%	-2%	-6%	-3%[46.1 µM]	1%[46.1 µM]	-2%
Eya2 phos inh	5%	-5%	5%	5%	-1%	-10%	12%	5%

25) COc1ccc(NC(=O)Nc2cccc3c2O[C@H](CN(C)C(=O)Nc2ccc(OC)cc2)[C@@H](C)CN([C@H](C)CO)C3=O)cc1
26) CCn1cc(C(=O)N2CC(C)CC(C)C2)c(=O)c2cc(S(=O)(=O)N(C)C)ccc21 (stereo not drawn)
27) CC1(C)CC(=O)C2=C(C1)OC(N)=C(C#N)C2c1ccoc1 (stereo not drawn)
28) O=C(NCc1ccc2c(c1)OCO2)c1cc(-c2ccccc2Cl)on1
29) O=C(O)COc1ccc(/C=N/NC(=O)C(O)(c2ccccc2)c2ccccc2)cc1
30) COc1ccc(C/C(N)=N/n2cnnc2)cc1
31) COc1ccc(OC)c(-n2nnnc2SCC(=O)Nc2ccccc2N2CCOCC2)c1
32) CCOC(=O)c1sc(N)c(C#N)c1CSc1nc2ccc(C)cc2[nH]1
entry no.	25	26	27	28	29	30	31	32
ELG1 DNA repair	9.2µM*	1%	-2%	18%	6%	7%	1%	x
AT treatment	3%	0%	3%	9%	14%	-7%	0%	x
Mito fusion yeast	x	3%	6%	3%	-4%	5%	-5%	3%
KCNH2 3.1 block	-20	10	2	-7	11	16	-17	7
TSHR antag	-16	-3	-3	-11	-4	10	-4	x
TRPV1 agonist	x	0	0	14	2	-1	13	-1
KCNH2 WT inh	-2	-5	2	11	4	-12	7	1
USP2a block	-5%	0%	-3%	1%	7%	0%	-1%	x
TCR activator	-1%	0%	-1%	-6%	11%	-1%	-6%	-1%
Eya2 phos inh	-9%	-8%	6%	1%	2%	-3%	-1%	x

33) CC1CN(CCC(=O)Nc2ccc3c(c2)CCC3)CC(C)O1 (stereo not drawn)
34) O=C(C1=NN[C@@H]2C(=O)N(c3cccc(C(F)(F)F)c3)C(=O)[C@H]12)c1cnccn1
35) CC(=O)c1ccc(S(=O)(=O)N2CCN(c3ccccc3F)CC2)cc1
36) Cn1c(=O)c2c(ncn2CC(=O)N/N=C/C(Cl)=C/c2ccccc2)n(C)c1=O
37) CCOC(=O)CN1CCC(c2cc(-c3ccc(Cl)cc3)n[nH]2)CC1
38) COc1ccc(-c2nc3c(c(SCC(=O)Nc4cccc(O)c4)n2)Cc2c(CO)cnc(C)c2O3)cc1
39) CC1CCCN(CCCNS(=O)(=O)c2ccc3c(c2)CCN3C(=O)C2CC2)C1 (stereo not drawn)
40) CCOC(=O)N1CCN(C(=O)CCc2ccc(S(=O)(=O)NC(C)(C)C)cc2)CC1
41) O=C1CSc2ccc(C(=O)O)cc2N1
42) O=C(NCc1ccncc1)C(=O)NCC(c1ccco1)N1CCN(c2ccccc2)CC1 (stereo not drawn)
entry no.	33	34	35	36	37	38	39	40	41	42
ELG1 DNA repair	14%	4%	u	9%	u	1%	23%	-3%	2%	21µM*
AT treatment	10%	-23%	-1%[11.5 µM]	-18%	-6%	-6%	3%	4%	3%	1%
Mito fusion yeast	-4%	3%	6%	-5%	5%	1%	-3%	1%	-1%	5%
KCNH2 3.1 block	-5	-2	6	-1	-35	13	8	-5	7	8
TSHR antag	-9	-7	-17	-2	7	1	2	9	-7	-5
TRPV1 agonist	4	2	2	2	2	3	2	-1	1	13
KCNH2 WT inh	-3	-5	-1	9	5	-22	-14	-3	-2	7
USP2a block	1%	2%	1%	4%	-1%	1%	0%	1%	5%	-1%
TCR activator	3%	-10%	x	3%[46.1 µM]	7%	-4%	1%	11%	2%	2%
Eya2 phos inh	4%	-13%	2%	-1%	9%	-6%	-9%	-3%	5%	17%
